# GDH-TPI counter: inhibits GDH-TPI coupling enzymes, artifact for Mtb FBA screen; AID 588335; GDH-TPI coupled enzyme counterscreen, NADH absorbance; inhibition, % at 4.8 µM; actives 1.2% (n = 360,000); in the data active means inhibition above about 30%;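 further: 0% = DMSO wells and 100% = wells lacking the enzyme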
# PfHsp40 yeast: restores yeast growth despite PfHsp40 toxicity | S. cerevisiae expressing PfHsp40, growth rescue, ATP luminescence | growth rescue, % at 12.5 µM | actives 0.68% (n = 340,000) | AID 504582; in the data active means growth rescue above about 28%, passing the limit was not always enough;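 further: yeast W303a lacking pdr1 and pdr3 grown in galactose medium; growth measured after three days at 30 °C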
# FBA Mtb inh: inhibits M. tuberculosis FBA enzyme; P9WQA3; purified M. tuberculosis FBA, fluorescence read-out; inhibition, % at 1 µM; actives 2.3% (n = 360,000); in the data active means inhibition above about 27%;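 further: 0% = vehicle and 100% = reference inhibitor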
# TcdB inh: inhibitors of Clostridioides difficile toxin B glycohydrolase. P18177. TcdB glycohydrolase enzymatic assay, plate reader. inhibition, % at 9.99 µM. actives 0.24% (n = 350,000); in the data active means inhibition above about 10%
# Vc quorum ag: induces V. cholerae light production without autoinducers; V. cholerae BH1578 lux reporter, luminescence, 6 h; activation, % at 18.7 µM; actives 0.16% (n = 350,000); in the data active means activation mostly above about 9.7%, no sharp cut-off; further: not every result past the cut was called active; inactives centre near 0; reference of the scale not given here
# BioA inh: blocks M. tuberculosis BioA enzyme activity; purified M. tuberculosis BioA enzyme, plate reader; inhibition, % at 9.99 µM; actives 0.096% (n = 360,000); in the data active means inhibition above about 40%
# Mtb UGM inh: blocks M. tuberculosis UGM enzyme. P9WIQ1. inhibition, % at 10 µM. purified UGM, fluorescence polarization probe displacement. actives 0.06% (n = 320,000); in the data active means inhibition above about 10%, passing the limit was not always enough
# FadD28 FP inh: M. tuberculosis FadD28 bisubstrate binding inhibition; FadD28 bisubstrate probe binding, fluorescence polarization; inhibition, % at 12.5 µM; actives 0.22% (n = 360,000); AID 588549; in the data active means inhibition above about 8.5%, passing the limit was not always enough
# Y pestis TopoI: Y. pestis Topo-I inhibition via cleavage products; Y. pestis Topo-I cleavage product accumulation, plate reader; activity, % at 10 µM; actives 0.064% (n = 360,000); AID 504884; in the data active means activity above about 50%, passing the limit was not always enough; further: inactives centre near 2
# * = called active by the depositor; i = inactive; x = no result given; & = joins results of further samples.
SMILES,GDH-TPI counter,PfHsp40 yeast,FBA Mtb inh,TcdB inh,Vc quorum ag,BioA inh,Mtb UGM inh,FadD28 FP inh,Y pestis TopoI
Cc1ccc(NC(=O)Nc2cc(S(=O)(=O)N(C)C)ccc2C)cc1,0,0.1,2,8.4,i,x,1.2,-1.0,5
CCOC(=O)c1cc(-c2ccccc2)nn1CCC#N,-5,0.4,0,1.2,-0.6,1.2,-3.0,-0.9,3
CCc1nnc(SCc2cccc(F)c2)nc1CC,9,1.0,1,x,-1.4,4.0,-2.9,-3.6,18
CC(C)Cn1c(N)c(C(=O)CSc2nnc(C3CC3)n2C2CC2)c(=O)n(C)c1=O,-6,-1.1,-1,0.2,-1.7,-1.1,x,-3.0,-8
CCOC(=O)N1CCN(C(=S)Nc2ccccc2C(C)C)CC1,-1,0.3,3,1.3,-0.2,1.5,-1.3,-2.3,-14
O=C(Nc1ccc(N2CCOCC2)c2nonc12)C1CCCC1,-5,1.0,-1,x,-2.6,-2.0,0.7,-3.7,0
Cc1ccc(/C(=C\CN2CCCC2)c2ccccn2)cc1,4,9.8,2,-1.0,-3.0&4.3,0.8&-4.9,-1.3,-3.5,4
C[C@]12CCC3[C@@H](CCC4=CC(=O)CC[C@@]43CO)C1CCC2=O (some centres undefined),0,-0.6,5,3.5,0.6,0.3,-2.2,-0.2,-1
CCOc1cc(-c2noc(CCC(=O)NCCc3ccccc3)n2)ccc1OC,1,-0.8,1,0.8,0.8,5.4,0.6,-2.4,11
CNC(=O)ON(C(=O)NC)C1N(C)C(=S)SC1(C)C (centres undefined),10,-0.5,0,x,-0.3,-3.2,2.7,0.6,-4
NC(=O)NN=C1C2CCCC1C(c1ccccc1)NC2c1ccccc1 (centres undefined),3,6.6,0,1.3,-0.7,-0.3,1.1,-6.6,1
COc1cc(C(=O)Nc2cc(S(=O)(=O)N3CCOCC3)ccc2N2CCOCC2)ccc1OC(F)F,8,0.2,1,1.7,i,-0.2,x,-1.7,8
O=C(c1cncc(Br)c1)N1CCN(S(=O)(=O)c2ccccc2)CC1,-1,-0.3,0,0.3,-3.3,-0.8,0.3,0.4,1
Cc1nc2nc[nH]n2c(=O)c1NS(C)(=O)=O,6,-1.7,3,x,i,-1.1,-4.8,-0.7,7
CCC(=O)N1c2ccccc2[C@@H](N(C(C)=O)c2ccccc2)C[C@H]1C,-4,-1.2,1,x,-0.2,x,1.1,2.6,-2
CCOc1ccccc1OCC(=O)N/N=C(\C)Cc1ccc(OC)cc1,-8,0.3,-1,-9.0,-0.2,x,-2.6,-3.4,7
COC(=O)C(O)(c1c(C)[nH]c2ccccc12)C(F)(F)F (centres undefined),-7,-0.1,-3,x,-0.3,0.0,3.5,-1.1,-5
N#Cc1ccc(C(=O)NN2C(=O)NC3(CCCCC3)C2=O)cc1,8,-0.5,5,0.8,i,-1.7,x,-1.1,1
CCN(CC)C(=O)CSc1ccccc1N,-8,-0.9,-1,x,-0.5,1.7,0.3,-2.7,0
COc1ccc(NC(=O)CCc2ccccc2)cc1S(=O)(=O)N1CCCCC1,-6,0.1,-2,0.8,i,0.7,1.8,-2.6,16
O=C1NC(=O)C(c2cccs2)(c2cccs2)N1,-12,-0.6,-2,1.7,0.2,6.0,5.4,-1.4,-2
COc1ccc(/C=N/Nc2nc3ccccc3c(=O)[nH]2)cc1,6,0.6,2,x,i,-0.9,-5.0,-3.6,5
COc1cc(OC)cc(C(=O)NNC(=O)CN2C(=O)NC3(CCCC3)C2=O)c1,0,0.8,-2,1.9,i,-0.8,0.4,-4.2,3
COc1cc(OC)c(OC)cc1CNC(=O)c1cc(S(=O)(=O)N(C)c2ccccc2OC)ccc1C,4,2.1,0,2.4,-5.0,-0.3,x,-0.4,21
CC(C)[C@H](NS(=O)(=O)c1ccccc1)C(=O)OCn1nnc2ccccc2c1=O,-1,-0.1,-3,x,-0.5,x,1.5,-0.2,0

# Single values from the results shown:
# For PfHsp40 yeast, `C[C@]12CCC3[C@@H](CCC4=CC(=O)CC[C@@]43CO)C1CCC2=O` (some centres undefined) reads -0.6
# For GDH-TPI counter, `CC(C)Cn1c(N)c(C(=O)CSc2nnc(C3CC3)n2C2CC2)c(=O)n(C)c1=O` reads -6
# For Y pestis TopoI, `CCc1nnc(SCc2cccc(F)c2)nc1CC` reads 18
# For Y pestis TopoI, `CCOC(=O)c1cc(-c2ccccc2)nn1CCC#N` reads 3
# For BioA inh, `CCN(CC)C(=O)CSc1ccccc1N` reads 1.7

# Next part:
SMILES,GDH-TPI counter,PfHsp40 yeast,FBA Mtb inh,TcdB inh,Vc quorum ag,BioA inh,Mtb UGM inh,FadD28 FP inh,Y pestis TopoI
Nc1ccc(C(=O)NCCCCCCNC(=O)c2ccc(N)cc2)cc1,8,-0.9,1,0.6,0.6,-0.3,-4.3,-1.4,5
O=C(c1ccc2c(c1)OCO2)C1CCCN(C(=O)Nc2ccc(F)cc2F)C1 (centres undefined),27,0.8,5,1.3,i,x,2.7,0.3,-12
CC(=O)Oc1ccc(C(=O)Nc2cc(C)ccc2NC(=O)COc2ccccc2)cc1,5,0.2,0,0.6,i,-0.8,-0.1,-3.0,26
O=C(Cn1cc(SCc2ccc(F)cc2)c2ccccc21)N1CCOCC1,-2,1.3,0,1.6,-0.2,0.9,0.9,-3.9,23
CCN(CC)S(=O)(=O)c1ccc(NN=C2CCN(C(C)C)CC2)c([N+](=O)[O-])c1,-2,0.9,-1,0.5,i,-4.3,-3.3,-1.0,-7
O=C(COC(=O)c1ccc(Cl)cc1O)NC(=O)C1CCCCC1,-2,0.3,2,4.3,i,x,-2.8,-2.2,1
COC(=O)c1ccsc1NC(=O)c1ccco1,4,-0.8,-1,-0.9,0.0,-2.3,2.5,-2.6,1
CCN1C(=O)/C(=C/C=C2\C=CN(CC)c3ccccc32)SC1=S,13,-1.5,-2,x,i,0.7,1.5,0.3,-20
Cc1cnc(NC(=O)CCc2ccccc2)s1,-3,-0.2,3,0.6,0.6,0.0,3.1,-1.0,5
O=C(NCCc1ccccc1)c1c(F)cccc1F,1,-1.1,-1,0.7,0.1,1.4,-3.8,-4.4,5
CCOC(=O)c1ccc(N2Cc3ccccc3C2=NC(=O)c2ccncc2)cc1,-2,-0.4,3,1.8,i,x,x,-2.8,9
CC(=O)NC1=NN(c2ccccc2)C(=O)C1,10,0.9,2,x,-0.4,-1.4,-0.7,-0.5,-4
CCCc1nc2ccccc2c(=O)n1-c1ccc(C(=O)OCC)cc1,-2,0.1,-1,1.3,-1.6,x,-2.4,0.3,-6
CCOc1ccc(/C=N/n2c(C)nnc2C)cc1OC,4,-0.1,-2,1.2,-0.2,x,1.7,-2.9,7
CC(C)(C)NCc1cc(Br)ccc1OCc1cccs1,-3,-0.6,-1,x,-0.1,0.3,-1.7,0.0,11
CC(c1nccs1)N(C)C(=O)CCc1nnc(CCc2ccccc2)o1 (centres undefined),2,-0.7,2,0.0,i,-0.2,-1.5,-0.5,3
COc1ccc(/C=N/Nc2nncc3ccccc23)cc1,8,-0.1,1,-0.5,i,1.5,1.2,-2.0,4
COc1ccc(S(=O)(=O)N2CCOCC2)cc1C(=O)N(C)Cc1ccco1,-2,-0.6,9,0.0,i,-0.8,0.7,-0.9,3
O=C(O)CCNS(=O)(=O)c1cccc(Br)c1,-4,-0.6,-6,0.1,-0.3,x,2.8,-2.1,-4
CC(C)C1CCN(C(=O)C2CCC(=O)N(CCc3ccc(Cl)cc3)C2)CC1 (centres undefined),-1,-0.7,-1,1.4,-0.1,0.8,0.4,x,27
CCC(C)[C@H](NC(=O)N1CCCC1)C(=O)O (some centres undefined),-4,0.3,-2,0.5,1.6,x,1.1,-1.8,-6
N#C/C(=C\C1=C(N2CCOCC2)C(=C\c2ccc(Cl)cc2)/CC1)C(=O)Nc1ccccc1F,14,0.7,-2,1.2,-0.3,x,0.4,0.2,5
O=C(CC1(O)C(=O)c2ccccc2C1=O)c1ccccc1,3,-0.4,0,0.5,-15,-1.4,4.5,-1.8,-6
Cc1ccc(SCC(=O)OCC(=O)N(C)CC(=O)Nc2ccc(F)cc2)cc1,1,-0.8,3,1.9,-14,-0.7,-1.8,-0.9,6
COc1ccccc1OCC(=O)NCC1CCCN(Cc2cnn(C(C)C)c2)C1 (centres undefined),0,-1.6,-2,2.1,-0.3,-0.8,-0.9,-0.2,1

# Some entries already given, reduced to GDH-TPI counter, Y pestis TopoI and FadD28 FP inh.
structure	GDH-TPI counter	Y pestis TopoI	FadD28 FP inh
CCOC(=O)N1CCN(C(=S)Nc2ccccc2C(C)C)CC1	-1	-14	-2.3
CCc1nnc(SCc2cccc(F)c2)nc1CC	9	18	-3.6
COc1cc(OC)c(OC)cc1CNC(=O)c1cc(S(=O)(=O)N(C)c2ccccc2OC)ccc1C	4	21	-0.4
CCC(C)[C@H](NC(=O)N1CCCC1)C(=O)O (some centres undefined)	-4	-6	-1.8
CCOc1ccc(/C=N/n2c(C)nnc2C)cc1OC	4	7	-2.9

# (listing goes on)
SMILES,GDH-TPI counter,PfHsp40 yeast,FBA Mtb inh,TcdB inh,Vc quorum ag,BioA inh,Mtb UGM inh,FadD28 FP inh,Y pestis TopoI
CCc1ccc(NS(=O)(=O)c2cc3c(cc2C)n(C)c(=O)c(=O)n3C)cc1,28,-0.5,6,1.0,-0.2,-1.7,5.2,-0.6,4
COc1ccc(-c2c(-c3ccc4c(c3)OCO4)noc2C)cn1,-22,2.7,-1,0.7,i,1.0,-0.4,-2.6,-1
COc1cnn(-c2ccc(C)cc2)c(=O)c1SCc1ccccc1,17,1.2,0,x,-0.6,0.3,-1.4,-3.2,11
COC(=O)[C@@H]1C[C@@]2(O)[C@H](O)[C@H](O)[C@H](O)C[C@H]2N1Cc1ccc(C)s1,4,-1.6,0,0.1,-2.2,-1.8,-2.4,-4.2,6
CC1CCCN(S(=O)(=O)c2ccc3c(c2)n(C)c(=O)c(=O)n3C)C1 (centres undefined),1,-0.3,-7,1.8,-0.6,-2.8,1.0,-1.8,7
Cc1sc2ncnc(NCCCN3CCCC3=O)c2c1C,-8,-0.1,0,2.1,-0.4,1.2,1.3,-3.8,2
O=C(COC(=O)c1ccco1)Nc1ccc(Br)cc1,-5,0.8,2,1.0,3.6,-1.2,0.2,-2.9,4
Cc1ccc(SCC(=O)O/N=C(\N)c2ccncc2)cc1,-1,0.1,-1,0.1,i,-1.5,-0.9,-4.6,5
O=C(CCc1ccccc1)Nc1c(F)c(F)c(F)c(F)c1F,3,0.4,0,x,i,0.0,x,-0.8,2
Cc1cc(C)c(S(=O)(=O)N2CCCOC2CNC(=O)C(=O)NCCCn2ccnc2)c(C)c1 (centres undefined),5,0.1,2,0.2,-0.4,x,-0.2,-1.3,-3
COc1ccc(NC(=O)C(c2ccc(OC)cc2)N(C)C(=O)CC2NC(=O)NC2=O)cc1 (centres undefined),2,6.8,2,x,-0.5,-0.1,2.4,-8.3,3
C[C@H](CO)N1C[C@H](C)[C@@H](CN(C)C(=O)C2CCCCC2)OCc2cn(nn2)CCCC1=O,5,x,2,1.6&-0.2,-2.3,-2.3&0.2,x,-0.2,-7
CCc1ccc(CN2CCCC(CCC(=O)N3CCN(c4ccccn4)CC3)C2)o1 (centres undefined),10,-0.3,10,0.2,i,-0.4,-2.5,-0.3,2
CCN1CCN(c2cc(C(C)(C)C)nc3c(-c4ccccc4)c(C)nn23)CC1,7,0.8,5,x,i,-1.1,-1.8,-4.5,21
CCOc1ccccc1NC(=O)c1ccc(S(=O)(=O)N(C)c2ccccc2)cc1,4,3.3,-1,-2.1,-6.1,-0.6,-1.0,-2.5,22
Cc1ccc(C(=O)N2[C@@H]3CN(C)C(=O)[C@@]2(Cc2ccccc2)[C@H]2C(=O)N(Cc4ccccc4)C(=O)[C@@H]32)cc1,-4,-0.8,1,-0.3,i,-0.7,x,1.3,-1
O=C(COC(=O)c1c2c(nc3ccccc13)/C(=C\c1cccs1)CCC2)Nc1ccccc1Cl,10,-0.6,3,-9.5,i,x,3.2,-4.5,1
Nc1nnc(SCC(=O)Nc2sc3c(c2C(=O)c2ccccc2)CCCC3)s1,9,-0.2,-1,1.7,i,x,2.9,-1.1,7
Cc1cc(S(=O)(=O)Nc2ccc(N(C)C)cc2)c(C)s1,-8,-0.8,0,x,i,0.1,-0.8,0.1,-10
COc1ccc(S(=O)(=O)N2CCc3ccccc32)cc1OC,4,-1.1,1,6.6,i,1.7,4.5,1.4,-3
O=C(NCCc1ccc(Cl)cc1)C1CCN(c2cnccn2)CC1,11,0.2,2,-1.4,i,-0.8,-1.3,-2.0,9
